# MDM2 E3 inh: Mdm2 E3 ligase (human) inhibition | Q00987 | cell-based MDM2 ubiquitination luciferase reporter, 2 h; 0 = plate control, 100 = twice control, blank-subtracted | signal enhancement, % at 5 µM | 210,000 compounds, 0.11% hits | AID 1230;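 active = signal enhancement of 30% or more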;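 note: luminescence tracks abundance of the self-degrading MDM2-luciferase fusion protein; higher signal means inhibition of MDM2 E3 ligase activity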
# Target sequence (Q00987 whole entry, looked up, the tested form may be a part): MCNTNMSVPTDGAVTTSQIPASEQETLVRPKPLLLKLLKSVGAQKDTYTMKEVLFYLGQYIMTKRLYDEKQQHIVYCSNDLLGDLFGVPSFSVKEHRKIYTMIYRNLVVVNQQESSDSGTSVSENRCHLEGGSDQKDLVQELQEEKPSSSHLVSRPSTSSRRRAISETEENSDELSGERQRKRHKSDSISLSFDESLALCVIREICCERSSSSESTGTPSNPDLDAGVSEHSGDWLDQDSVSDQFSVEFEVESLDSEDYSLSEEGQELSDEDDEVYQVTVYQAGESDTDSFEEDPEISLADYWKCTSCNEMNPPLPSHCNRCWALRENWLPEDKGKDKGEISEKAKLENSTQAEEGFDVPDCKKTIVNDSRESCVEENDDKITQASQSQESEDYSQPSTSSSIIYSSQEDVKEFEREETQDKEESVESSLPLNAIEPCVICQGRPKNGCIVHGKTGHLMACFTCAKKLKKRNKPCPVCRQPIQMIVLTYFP
#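 Material: stable MDM2–luciferase fusion reporter cells / Quantity: 2000 cells/well / Dosing: single 5 µM compound dose, 0.2% final DMSO / Buffer or medium: DMEM / Schedule: 4 h cell settling then 2 h compound exposure, 37 °C / Detection: luminescence with SteadyLite reagent, 15 min at room temperature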
# EBV gp42 block: EBV gp42 inhibition; Q1HVG2; Fluorescence polarization binding assay, mP read-out; inhibition, % (tested at 21.74 µM); 220,000 compounds, 0.42% hits; AID 1085; in the data active = inhibition above about 50%
# PPC-1+TRAIL kill: kills PPC-1 cancer cells in the presence of TRAIL; PPC-1 cells + TRAIL, ATPLite viability luminescence; cell killing (% activity), % at 4 µM; 220,000 compounds, 0.41% hits;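 active = cell killing above 50% in the first pass at 4 µM, then a duplicate retest at 5 µM averaging 50% or more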;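 note: plate controls were cells with TRAIL plus DMSO for no effect and medium-only wells lacking cells for full effect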
# Runt-SMMHC FRET: inhibitors of human RUNX1 Runt domain binding to CBFb-SMMHC; inhibition, % at 20 µM; 220,000 compounds, 0.74% hits; AID 1434; Q01196+Q13951; Cerulean-Runt/Venus-CBFb-SMMHC FRET ratio 530/480, 1 h;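 active = mean inhibition across duplicate retests at 20 µM reaching about 50%, limit read from the data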;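 note: 0% = DMSO wells and 100% = wells with excess untagged CBFb-SMMHC; inhibitors lower the FRET ratio by blocking Runt binding to CBFb-SMMHC; some results filed as inactive read as strong as hits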
# CHOP inh: inhibitors of CHOP induction in ER stress response | CHO-K1 CHOP-promoter luciferase, tunicamycin-induced, 15-18 h | inhibition, % at 10 µM | 220,000 compounds, 3.8% hits | AID 2732;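 active = compounds that reduced the stress-induced luciferase reporter signal by more than about 70% of percent inhibition, limit read from the data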;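 note: 0% = tunicamycin plus vehicle and 100% = wells without tunicamycin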
# TRPML3 agonist: activates the human TRPML3 channel; Q8TDD5; HEK293 TRPML3-YFP, Fluo-8 calcium fluorescence; 100% = the carbachol control signal; activation, % at 3 µM; 220,000 compounds, 0.29% hits; AID 1448;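 active = activation above its plate's cutoff, the mean activation of the plate's test wells plus 3 SD, cut at about 12% in these data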;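 note: 0% = DMSO only wells and 100% = carbachol wells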
# Target sequence (Q8TDD5 whole entry, looked up): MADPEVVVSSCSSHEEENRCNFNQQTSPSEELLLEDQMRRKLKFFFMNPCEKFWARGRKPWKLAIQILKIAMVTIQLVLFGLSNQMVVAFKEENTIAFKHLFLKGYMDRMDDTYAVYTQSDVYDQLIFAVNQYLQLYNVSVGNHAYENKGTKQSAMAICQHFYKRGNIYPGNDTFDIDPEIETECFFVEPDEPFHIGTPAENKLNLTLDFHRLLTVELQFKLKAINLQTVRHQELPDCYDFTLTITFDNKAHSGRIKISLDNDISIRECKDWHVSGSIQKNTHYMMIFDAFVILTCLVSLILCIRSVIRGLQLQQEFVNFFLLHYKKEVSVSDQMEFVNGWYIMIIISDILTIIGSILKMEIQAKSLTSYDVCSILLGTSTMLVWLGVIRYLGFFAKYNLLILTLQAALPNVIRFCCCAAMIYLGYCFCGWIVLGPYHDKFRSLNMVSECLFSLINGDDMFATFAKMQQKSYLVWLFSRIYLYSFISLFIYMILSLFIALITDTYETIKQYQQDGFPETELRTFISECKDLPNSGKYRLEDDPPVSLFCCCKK
#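 Test system: TRPML3-YFP stable HEK293 cells. Doses: single point at 3 µM. Incubation: dye loading 1 h 37 °C then 30 min ambient, 125 s read. Signal: Fluo-8 calcium dye fluorescence, ex 470-495, em 515-575 nm. Measure: percent activation from peak-to-basal fluorescence ratio, scaled between DMSO and carbachol.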
# p47phox inh: blocks human p47phox regulatory protein of NADPH oxidases. p47phox/p22phox peptide binding, fluorescence polarization, 2 h. 220,000 compounds, 0.53% hits. P14598. inhibition, % at 24.7 µM. AID 1274;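 active = inhibition above about 30%, limit read from the data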;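 note: 0% = p47phox with labelled peptide and 100% = labelled peptide alone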
# TNF death inh: blocks TNF-alpha induced death of Jurkat FADD-/- cells | Jurkat FADD-/- TNF necroptosis rescue, ATP luminescence, 24 h; 0 = TNF only, 100 = no-TNF cells | activation (protection from cell death), % at 10 µM | 220,000 compounds, 0.068% hits | AID 463075;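 active = activation, meaning protection from cell death, of at least 50% relative to plate controls; inactive = activation below 50%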;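 note: necroptosis triggered by 40 ng/mL TNF-alpha added together with compound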
# zfTRPN1 agonist: activates the zebrafish TRPN1 channel. activation, % at 3 µM. 220,000 compounds, 0.18% hits. HEK293 zebrafish TRPN1-YFP, Fluo-8 calcium fluorescence; 100% = response to 87 µM carbachol;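 active = activation above its plate's cutoff, the mean activation of test wells on that plate plus 3 SD, cut at about 19% in these data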;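 note: 0% = DMSO alone and 100% = 87 µM carbachol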
#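 Material: zebrafish TRPN1-YFP in HEK293 cells; Doses: single test compound dose, 3 µM nominal, 0.3% DMSO; Timing: dye loading 1 h at 37 °C, then 30 min room temperature; Technique: intracellular calcium fluorescence with Fluo-8; Benchmarks: high carbachol 87 µM, low DMSO alone.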
# Active calls of the source: *; nt = no result given.
SMILES,MDM2 E3 inh,EBV gp42 block,PPC-1+TRAIL kill,Runt-SMMHC FRET,CHOP inh,TRPML3 agonist,p47phox inh,TNF death inh,zfTRPN1 agonist
Cc1cccc(NC(=S)N2CCN(c3ccccc3)CC2)c1,-5,-4,25,2,13,-0.1,-1,0.5,1.9
NNc1nc2c(F)cc(F)cc2s1,-6,-4,20,4,11,0.7,-1,-0.2,-1.0
O=C(CNC(=O)Cc1ccccc1)NCC(=O)OCC(=O)c1ccccc1Cl,12,-13,-5,-1,-7,0.3,-2,-3.5,1.2
COc1ccc(NC(=O)CSc2c(C)n[nH]c2C)cc1,nt,-15,2,-8,33,1.3,-5,-0.1,0.0
COc1ccc(C(=O)n2nc(-c3ccccc3)nc2SC)cc1,-13,-23,18,-3,1,0.6,1,-7.0,0.9
O=C1c2ccccc2C(Nc2ccc(F)c(Cl)c2)N1Cc1ccco1 (configuration not stated),-16,-10,-14,10,38,0.1,-15,0.0,1.4
O=C(c1ccc(F)cc1F)C1CCN(c2ccc([N+](=O)[O-])cn2)CC1,-16,-1,0,-1,30,2.2,6,-13,5.4
CCN(CC)S(=O)(=O)c1cc(C(=O)Oc2cccc(-c3cnc4ccccc4n3)c2)ccc1Br,-8,-6,26,34,4,0.7,-7,-6.9,1.3
Cc1c(NC(=O)COC(=O)Cc2ccc(Cl)cc2)c(=O)n(-c2ccccc2)n1C,3,-14,9,6,-26,0.4,-16,0.2,0.7
Cc1oc2cc(O)ccc2c(=O)c1-c1nncn1-c1ccccc1,-15,108*,26,93*,-8,1.9,-63,-0.9,1.5
CCCCC(=O)Nc1ccc(C(=O)NNC(=S)NC(=O)c2cccs2)cc1,-7,-6,4,5,34,-0.9,-48,0.2,-2.2
COc1ccc(/C=N/Nc2ccc(C(F)(F)F)cc2[N+](=O)[O-])cc1,6,-7,6,-4,10,0.8,-30,2.7,1.8
O=C(O)CC(c1ccc(Cl)cc1)n1cccc1 (configuration not stated),-16,-15,18,-5,19,-0.5,0,0.5,0.6
CCCCOC(=O)Nc1cc(C(=O)OC)ccc1C(=O)OC,-18,nt,18,-5,nt,0.7,nt,2.2,-1.5
O=C(COC(=O)CNC(=O)c1ccco1)NCCN1C(=O)CSC1=O,-14,-15,0,0,19,-0.7,-2,2.6,0.5
COC(=O)C1=CN(Cc2cccs2)C=C(C(=O)OC)C1c1cccc(O)c1,5,4,24,133*,7,-0.4,1,-1.3,-2.5
COc1cc(NC(=S)NCc2cccnc2)c(OC)cc1Cl,-10,-11,6,-1,10,0.2,-16,-1.6,-1.7
COc1ccc(C2C(C(C)=O)=C(O)C(=O)N2c2nccs2)cc1OC (configuration not stated),-16,3,0,4,7,0.7,-11,2.3,2.3
Cc1c(F)cccc1NC(=O)CSCC(=O)Nc1ccccc1,-16,-4,10,-3,12,0.4,-2,0.8,2.0
CC1CCCC(NC(=O)c2ccc(CNc3c(N4CCCC4)c(=O)c3=O)cc2)C1C (configuration not stated),-5,-6,20,-1,0,-0.1,-2,-0.1,2.3
Cc1ccc(OCc2nnc(SC3CCc4ccccc4C3=O)n2C)cc1 (configuration not stated),16,6,30,4,15,0.1,-3,1.1,0.1
Cc1ccc(-n2c(C)cc(-c3csc(N)n3)c2C)cc1,-12,-1,17,-42,60,-0.1,-6,-4.1,-0.7
Nc1ccc2c(c1Cl)C(=O)c1ccc(N)c(Cl)c1C2=O,-13,76*,26,-10,-36,0.5,10,-0.4,0.3
Cc1ccc(C(=O)N/N=C/c2cn(Cc3ccccc3)c3ccccc23)cn1,-14,-5,-10,-4,13,0.9,-41,-6.1,4.7
CCN(CC)C(=O)c1cc(-c2ccc(Br)cc2)on1,-12,-5,4,2,-8,0.9,0,2.1,0.7

# The last four entries of the section before open the next one:
SMILES,MDM2 E3 inh,EBV gp42 block,PPC-1+TRAIL kill,Runt-SMMHC FRET,CHOP inh,TRPML3 agonist,p47phox inh,TNF death inh,zfTRPN1 agonist
Cc1ccc(-n2c(C)cc(-c3csc(N)n3)c2C)cc1,-12,-1,17,-42,60,-0.1,-6,-4.1,-0.7
Nc1ccc2c(c1Cl)C(=O)c1ccc(N)c(Cl)c1C2=O,-13,76*,26,-10,-36,0.5,10,-0.4,0.3
Cc1ccc(C(=O)N/N=C/c2cn(Cc3ccccc3)c3ccccc23)cn1,-14,-5,-10,-4,13,0.9,-41,-6.1,4.7
CCN(CC)C(=O)c1cc(-c2ccc(Br)cc2)on1,-12,-5,4,2,-8,0.9,0,2.1,0.7
Cc1ccc(NC(=O)CCc2nc3ccccc3s2)c(O)c1,-28,-23,24,-2,4,0.3,1,0.1,0.5
Cc1ccccc1/C=N\NC(=O)c1csnn1,0,-6,6,17,-21,0.8,-2,-1.8,0.3
Cc1ccccc1NC(=O)C1CC(=O)N(Cc2ccccc2)C1 (configuration not stated),-1,1,-6,0,-7,-0.7,-7,1.0,0.5
CCCOc1ccc(C2C(C(=O)OC)=C(C)N=C3SCCC(=O)N32)cc1OCC (configuration not stated),-10,8,10,2,35,-1.4,-4,1.9,-0.8
O=C(COc1ccccc1Br)NC1CCCC1,-7,-6,28,-1,20,1.3,1,2.6,3.8
COc1ccccc1N(C)S(=O)(=O)c1ccc(C(=O)Nc2ccc3nc(C)sc3c2)cc1,-10,-95,14,4,35,0.8,-32,3.0,2.0
CCCSc1nc2cc(C)c(C)cc2n1CC(O)CO (configuration not stated),-12,-6,16,-2,-5,-1.3,-5,-0.6,0.1
Cc1ccc(-c2csc(NC(=O)c3ccc(S(=O)(=O)N4CCc5ccccc54)cc3)n2)cc1,nt,-15,1,-6,8,-0.2,-39,-3.0,0.3
CC(=O)Nc1ccccc1C(=O)C(=O)NCCc1ccccc1,-6,-7,6,0,-7,0.3,-5,1.1,-1.7
Cc1cc2cc(CN(Cc3ccc4c(c3)OCO4)C(=O)c3ccco3)c(=O)[nH]c2cc1C,-34,10,6,3,19,0.5,-17,-8.5,0.5
O=C(Cc1cnn(-c2ccccc2)c1)c1ccc(O)c(O)c1O,-9,-8,-19,6,13,0.6,-25,-4.2,0.6
C[N+]1(CCCCCCC(=O)/C=N/O)CCCCCC1,-10,-26,-21,2,29,0.9,-2,0.5,0.4
Cc1ccc(Sc2nc(-c3ccccc3)ccc2C#N)cc1,3,-13,2,0,9,0.7,-8,-0.6,1.8
Cc1ccc(C)c(N(CC(=O)NN=C2CCN(C)CC2)S(=O)(=O)c2ccccc2)c1,-8,-15,49,6,14,0.3,-12,2.4,1.1
COC(=O)c1sccc1S(=O)(=O)Nc1ccc(Cl)cc1,-17,-16,3,0,2,0.0,-7,1.1,-0.6
Cc1c(C(=O)Nc2ccccc2)sc2nc(-c3ccccc3)cn12,6,-6,27,1,60,1.5,-11,3.3,6.1
N#Cc1cc(-c2ccccc2)oc1NC(=O)c1ccco1,-5,-8,15,-7,-8,-0.9,0,0.4,-1.4
Cc1c(Cl)cccc1NC(=S)NCc1ccccc1Cl,-8,-6,32,-3,30,0.1,-6,-3.0,-0.5
COc1cc(C(CCN2CCCC2)c2c(OC)cc(OC)c3ccc(=O)oc23)cc(OC)c1OC (configuration not stated),-4,-5,-4,3,22,nt,-16,1.6,nt
CCOC(=O)C1=C(O)/C(=C\c2ccc(O)c(OCC)c2)N=C1C,-1,-23,27,-8,0,-0.2,-27,10,-1.0
Cc1cc(NC(=O)c2ccccc2)n(-c2ccccc2)n1,-4,3,-13,2,22,0.5,4,0.7,0.1
CC(=O)/C=N/Nc1ccccc1,-15,-6,22,-10,0,1.7,-4,-1.6,0.6
COc1ccccc1CC(=O)O/N=C(\N)c1cccc([N+](=O)[O-])c1,-6,-16,-10,0,16,-0.6,-20,-4.0,-0.3
O=S(=O)(NC1CCCC1)c1ccc(S(=O)(=O)N(Cc2cccs2)CC2CCCO2)cc1 (configuration not stated),0,8,4,-15,18,-0.9,-7,1.4,-0.5
CCOC(=O)CNC(=O)CSc1nc2cccnc2n1C1CCCCC1,-13,3,-2,-1,4,-0.6,3,-4.3,-1.4
# (further entries)
SMILES,MDM2 E3 inh,EBV gp42 block,PPC-1+TRAIL kill,Runt-SMMHC FRET,CHOP inh,TRPML3 agonist,p47phox inh,TNF death inh,zfTRPN1 agonist
COc1ccc(CCn2c(N)cc(=O)[nH]c2=S)cc1OC,3,-15,17,-1,47,-0.4,-9,-2.5,0.8
Cc1ccc(C(=O)OCC(=O)Nc2ccccc2Cl)c(O)c1,-5,-10,14,-6,1,-0.2,-4,2.1,-2.9
Cc1ccc(C2N=C(N)Nc3nc4ccccc4n32)cc1 (configuration not stated),1,-11,16,-6,-16,-0.3,-7,1.0,0.8
CCCc1nnc(NS(=O)(=O)c2ccc(OC)cc2)s1,-11,-8,12,0,1,0.3,7,0.0,0.1
CCCC(C(=O)NC1CCCC1)N(C(=O)Cn1nnc(-c2ccc(C)o2)n1)c1ccccc1OC (configuration not stated),-10,-16,-2,3,12,-0.4,5,-2.0,1.0
CCOC(=O)C(NC(=O)Nc1cccc(C)n1)(OCC(F)(F)F)C(F)(F)F (configuration not stated),-10,-10,-1,4,106*,0.3,-4,-0.5,-0.6
NC(=O)CSc1nnc(CNc2cccc(Cl)c2)n1CCc1ccccc1,-13,-3,8,-1,14,-0.3,1,-0.5,0.6
CCN1CCN(c2cc(=O)n(C3CCCCC3)c(=O)[nH]2)CC1,-7,-6,24,0,6,1.5,-7,0.1,1.6
O=C(c1ccc2c3c(cccc13)CC2)N1CCOCC1,-14,16,16,-2,19,1.1,2,-1.7,-0.9

# 3 entries from above, arranged by the number in CHOP inh, highest first.
compound | MDM2 E3 inh | EBV gp42 block | Runt-SMMHC FRET | CHOP inh | TRPML3 agonist | p47phox inh
COc1cc(C(CCN2CCCC2)c2c(OC)cc(OC)c3ccc(=O)oc23)cc(OC)c1OC (configuration not stated) | -4 | -5 | 3 | 22 | nt | -16
Cc1cc2cc(CN(Cc3ccc4c(c3)OCO4)C(=O)c3ccco3)c(=O)[nH]c2cc1C | -34 | 10 | 3 | 19 | 0.5 | -17
Cc1ccc(C(=O)N/N=C/c2cn(Cc3ccccc3)c3ccccc23)cn1 | -14 | -5 | -4 | 13 | 0.9 | -41

# Part of the list above, bar-delimited:
SMILES | MDM2 E3 inh | EBV gp42 block | PPC-1+TRAIL kill | Runt-SMMHC FRET | CHOP inh | TRPML3 agonist | p47phox inh | TNF death inh | zfTRPN1 agonist
CCCC(C(=O)NC1CCCC1)N(C(=O)Cn1nnc(-c2ccc(C)o2)n1)c1ccccc1OC (configuration not stated) | -10 | -16 | -2 | 3 | 12 | -0.4 | 5 | -2.0 | 1.0
CCOC(=O)C(NC(=O)Nc1cccc(C)n1)(OCC(F)(F)F)C(F)(F)F (configuration not stated) | -10 | -10 | -1 | 4 | 106* | 0.3 | -4 | -0.5 | -0.6
NC(=O)CSc1nnc(CNc2cccc(Cl)c2)n1CCc1ccccc1 | -13 | -3 | 8 | -1 | 14 | -0.3 | 1 | -0.5 | 0.6

# From PubChem BioAssay
